Screening results deposited in PubChem by several laboratories.
TPT1 inhibitor – inhibitors of Candida albicans tRNA 2'-phosphotransferase TPT1; 300,000 compounds, 0.81% hits; inhibition, % at 5 µM; AID 1962; recombinant caTPT1, FP RNA substrate dephosphorylation;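 active means inhibition above the mean of all tested compounds plus 3 SD, set per screening campaign, cut at about 24% in these data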;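 further: plate controls were DMSO alone for no effect and ferristatin control at 100 nM for full effect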
Fh CTSL1 inh – counter-screen for PFM18AAP inhibitors: inhibitors of F. hepatica cathepsin L1 | recombinant F. hepatica cathepsin L1, Z-Leu-Arg-MCA fluorescence | inhibition, % at 5.96 µM | 300,000 compounds, 0.49% hits | AID 1906;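 active means inhibition above the mean of all tested compounds plus 3 SD, set per screening campaign, cut at about 17% in these data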;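 further: 0% = plate median of test compound wells and 100% = 1 µM Z-Phe-Ala-diazomethylketone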
proCasp3 act – activates human procaspase-3; P42574; recombinant procaspase-3 D3A, Ac-DEVD-pNA absorbance 405 nm; activation, % at 8.5 µM; 330,000 compounds, 0.11% hits;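 active means activation above the mean of all tested compounds plus 3 SD, cut at about 21% in these data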;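 further: 0% = DMSO alone and 100% = DMSO wells spiked with extra 5 µM PC-3 D3A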
Target sequence (P42574 whole entry D9A/D28A/D175A): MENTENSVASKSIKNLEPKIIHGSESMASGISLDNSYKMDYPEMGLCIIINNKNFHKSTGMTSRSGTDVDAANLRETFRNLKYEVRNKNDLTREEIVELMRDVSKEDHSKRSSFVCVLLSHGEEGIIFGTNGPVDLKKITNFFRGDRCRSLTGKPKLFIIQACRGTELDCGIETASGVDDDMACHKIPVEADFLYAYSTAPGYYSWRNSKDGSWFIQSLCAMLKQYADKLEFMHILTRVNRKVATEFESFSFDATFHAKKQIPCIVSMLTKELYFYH
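Technique: 405 nm absorbance of p-nitroaniline, reads at 0 and 120 min; Test system: Procaspase-3 D3A mutant; Incubation: 1 h enzyme-compound preincubation, then 2 h substrate reaction, 25 °C; Repeats: singlicate, each compound tested once; Benchmarks: low control DMSO wells, high control DMSO plus 5 µM PC-3 D3A.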
core dimer inh – HCV core protein dimerization inhibition. inhibition, % at 5 µM. TR-FRET GST/Flag-core106 dimerization, 1536-well. 300,000 compounds, 0.33% hits;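 active means inhibition above the mean of all tested compounds plus 3 SD, set per screening campaign, cut at about 45% in these data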
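Assay system – GST-tagged and Flag-tagged HCV core protein residues 1-106 · Quantity – core106 proteins, GST 13.5 nM and Flag 17 nM · Benchmarks – unlabelled core106 and no-GST-core106 wells · Read-out basis – percent inhibition of core106 dimerization signal · Detection – time-resolved FRET, ex 340 nm, em 617 and 671 nm · Schedule – 4 h at 22.5 °C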
PP1 inh – counter-screen for PP5 inhibitors: inhibitors of human PP1-alpha; 320,000 compounds, 0.9% hits; purified PP1alpha, OMFP fluorescence; AID 2235; inhibition, % at 6.7 µM; P62136;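 active means inhibition above the mean inhibition of all tested compounds plus 3 SD, computed separately for each screening campaign, cut at about 15% in these data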
Target sequence (P62136 whole entry, looked up): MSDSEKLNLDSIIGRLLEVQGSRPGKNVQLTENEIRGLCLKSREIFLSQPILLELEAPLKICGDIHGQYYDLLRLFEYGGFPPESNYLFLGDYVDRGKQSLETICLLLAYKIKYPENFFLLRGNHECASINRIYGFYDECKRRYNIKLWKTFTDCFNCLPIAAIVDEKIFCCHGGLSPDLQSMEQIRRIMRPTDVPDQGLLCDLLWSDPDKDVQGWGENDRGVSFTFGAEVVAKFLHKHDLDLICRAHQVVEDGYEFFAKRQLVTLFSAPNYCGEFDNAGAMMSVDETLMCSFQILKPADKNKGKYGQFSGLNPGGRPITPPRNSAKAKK
GASC-1 inh – blocks human GASC-1 demethylase activity; Q9H3R0; GST-JMJD2C(1-420) H3K9me3 demethylation, DELFIA europium; inhibition, % at 2.35 µM; 330,000 compounds, 0.069% hits; AID 2099;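 active means more than half of a compound's replicate wells show inhibition beyond 50%, single wells judged on their own value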;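 further: signal counts dimethyl H3K9 product captured on neutravidin plate; 0% = median of DMSO wells and 100% = 0.3 times that DMSO median; strong numbers were not always called active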
Target sequence (Q9H3R0 1-420 limits assumed): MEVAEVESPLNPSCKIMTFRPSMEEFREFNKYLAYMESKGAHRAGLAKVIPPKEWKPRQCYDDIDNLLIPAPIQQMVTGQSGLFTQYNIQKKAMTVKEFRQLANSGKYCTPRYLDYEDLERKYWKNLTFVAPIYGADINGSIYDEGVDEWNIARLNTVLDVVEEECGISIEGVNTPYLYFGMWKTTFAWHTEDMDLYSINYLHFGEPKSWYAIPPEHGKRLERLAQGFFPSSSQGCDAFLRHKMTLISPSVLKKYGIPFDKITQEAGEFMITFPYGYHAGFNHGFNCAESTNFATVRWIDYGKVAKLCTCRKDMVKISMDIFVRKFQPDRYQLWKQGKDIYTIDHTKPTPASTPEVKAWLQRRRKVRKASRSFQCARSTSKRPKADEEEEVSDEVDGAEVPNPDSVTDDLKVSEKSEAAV
procasp7 counter – activates human procaspase-7, counter-screen for procaspase-3 activators; P55210; 330,000 compounds, 0.093% hits; recombinant procaspase-7, Ac-DEVD-pNA absorbance 405 nm; D23A/D198A/D206A triple mutant, cannot self-cleave; scale: DMSO 0, 5 µM enzyme 100; activation, % at 8.5 µM;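 active means percent activation above the screen-wide mean plus 3 SD, cut at about 25% in these data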
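Replicates: singlicate. Assay system: Procaspase-7 triple mutant (PC-7 D3A). Signal: 405 nm absorbance of p-nitroaniline. Times: 1 h preincubation, 2 h reaction. Buffer or medium: Zinc-free HEPES pH 7.4 with 300 mM NaCl, 0.01% Triton X-100. Also added: DEVD-pNA substrate. Benchmarks: DMSO wells as 0%, DMSO with 5 µM added PC-7 as 100%.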
Efflux pump mplx – blocks antifungal efflux pumps in multiplex yeast assay; S. cerevisiae Candida pump triplex, Nile Red efflux; inhibition, % at 10 µM; 330,000 compounds, 0.44% hits;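 active means plate passing quality check with inhibition over a set limit, or well fluorescence over plate mean plus 4 SD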;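 further: Nile Red retained in pooled yeast measured as flow cytometry median fluorescence; 0% = buffer negative control and 100% = Enniatin B positive control; higher means more Nile Red kept so more efflux inhibition; some compounds called inactive have numbers as strong as hits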
PP5 inh – inhibitors of human protein phosphatase 5 (PP5); P53041; purified PP5c, OMFP substrate fluorescence; inhibition, % at 6.7 µM; 320,000 compounds, 0.18% hits;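 active means inhibition above the campaign's mean inhibition across all tested compounds plus 3 SD, cut at about 9.5% in these data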;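 further: 0% = DMSO only and 100% = 100 µM cantharidin control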
Numbers without * were called inactive; nt = not tested or not shown.

SMILES	TPT1 inhibitor	Fh CTSL1 inh	proCasp3 act	core dimer inh	PP1 inh	GASC-1 inh	procasp7 counter	Efflux pump mplx	PP5 inh
C#CCOCCOCCOCCNc1nc(N2CCN(C(=O)Cn3cc(CCCN=C(N)N)nn3)CC2)nc(N2CCN(C(=O)[C@H](CCCCN)n3cc(CC(C)O)nn3)CC2)n1 (stereo not given in full)	-1	3	-5	7	-2	-3	-1	0.1	1.0
Cc1cccc(NS(=O)(=O)c2ccc(C)c(C(=O)NCC(c3ccccc3)N(C)C)c2)c1 (stereo not given)	nt	nt	-8	nt	-5	5	-2	-0.2	2.4
COc1ccc(OC)c(-c2nc(CN3CCN(C(=O)c4ccco4)CC3)c(C)o2)c1	-1	-3	4	11	-5	33	6	-0.3	2.4
FC(F)(F)c1cnc2c(-c3ccc(Cl)cc3Cl)noc2c1	0	-1	0	3	0	4	10	0.0	3.4
CCN(CC)CCCNC(=S)Nc1ccc(Br)cc1	3	-3	0	-3	-2	-10	7	0.0	-0.8
CC1(c2ccccc2Cl)NC(=O)N(CC(=O)NC(=O)NCc2ccco2)C1=O (stereo not given)	0	-1	3	-2	2	14	2	0.0	0.6
O=C(NC1CC1)C1=C[C@H](c2ccccc2)C[C@H](OCc2ccc(CO)cc2)O1	0	1	0	5	-5	8	5	nt	0.1
CC1CCC2(CC1)NC(=O)N(CC(=O)Nc1ccc3c(c1)OCCO3)C2=O (stereo not given)	-11	-6	4	-2	-6	-11	-3	0.0	1.6
CN1CCN(C(=O)/C(=C/c2cn(S(=O)(=O)N(C)C)c3ccccc23)NC(=O)c2ccccc2F)CC1	-2	0	6	6	-2	3	-2	-0.1	1.4
O=C(O)c1cc(N/N=C/c2ccc(N3CCOCC3)cc2)ccc1Cl	1	4	-1	-9	-1	9	-8	0.0	0.1
Cc1cc(C)n(Cc2cccc(F)c2)c(=O)c1C#N	0	2	6	-1	1	-55	10	0.0	3.8
O=C(CSc1nnc(-c2ccco2)n1Cc1ccccc1)NC(=O)NCc1ccco1	2	2	-7	4	0	-4	-8	0.0	0.9
Cc1c(C)c2c(OCC(=O)N[C@@H](Cc3ccccc3)C(=O)O)cc3c(c2oc1=O)CCC(C)(C)O3	-2	4	5	4	-1	2	-4	0.1	1.6
Nc1ncnc2c1ncn2C1OC(CO)C(O)C1O (stereo not given)	4	-2	7	-6	-6	3	5	-0.1	-1.2
Cc1nc(S(=O)(=O)Nc2ccccc2C(=O)NCC2CC2)cn1C	-1	2	-2	3	-5	-1	0	-0.2	-0.9
C/C(=N/NC(=O)C(C)n1nc(C)c([N+](=O)[O-])c1C)c1ccc(OCC(N)=O)cc1 (stereo not given)	1	8	-2	-1	0	-6	4	0.2	0.4
O=C(CC1S/C(=N/N=C/c2c[nH]c3ccc(OCc4ccccc4)cc23)NC1=O)Nc1ccccc1 (stereo not given)	16	1	-1	39	24*	6	-3	0.2	3.0
Cc1ccc(NC(=O)c2cc(NC(=O)c3ccco3)ccc2N2CCOCC2)cc1Cl	1	2	4	18	1	-3	9	-0.1	1.6
CCOc1ccc(NC(=O)COC(=O)C2C3CC4OC(=O)C2C4C3)cc1 (stereo not given)	3	-5	2	2	-3	-16	-4	0.1	-0.3
O=C(O)c1cc([N+](=O)[O-])c(Nc2cccc3ccccc23)c([N+](=O)[O-])c1	-2	1	-12	3	4	64	8	0.1	3.1
O=C(CN1CCN(C(=O)c2ccco2)CC1)Nc1ccc(Cl)c(C(F)(F)F)c1	0	3	13	-2	-1	nt	6	0.2	2.0
Cc1cc(C)cc(N(CC(=O)NCCSCc2ccco2)S(C)(=O)=O)c1	-3	-3	6	3	6	-10	0	-0.2	-1.5
COc1ccc(S(=O)(=O)N2CCN(CC(=O)NC3CCCC3)CC2)cc1	0	4	7	-13	5	1	-4	0.0	-7.3
CCCc1nc2sc(C(=O)OCC)c(N)c2c2c1COC(C)(C)C2	-4	-2	2	-5	2	-3	4	-0.1	0.9
S=C1NCN(Cc2ccccc2)CN1	-2	-1	-1	0	-5	nt	-1	-0.1	-4.4
CC(=O)NC(Cc1ccc(F)cc1)C(=O)O (stereo not given)	2	-1	-8	-2	0	155	6	-0.1	-0.3
O=C(O)C(=O)/C(=C\c1ccsc1)c1ccc2ccccc2n1	0	2	19	13	-4	-3	13	-0.1	1.9
COc1ccc(OCC(=O)Nc2c3c(nn2C(C)(C)C)CS(=O)(=O)C3)cc1	1	3	5	1	-3	-2	-1	0.1	3.8
N#Cc1ccccc1Cn1cc(C#N)c2ccccc21	-4	3	2	0	2	1	10	0.1	2.3
Fc1ccc(C2=Nn3c(Cc4ccccc4)nnc3SC2)cc1	0	-3	7	2	1	4	-7	-0.1	1.2
CC(C)N1CCc2c(sc(NC(=O)CCc3ccccc3)c2C(N)=O)C1	2	0	4	-4	-2	-1	11	0.1	-0.6
CC12CC(NC(=O)N1c1cccc(C(=O)N3CCN(c4ccccn4)CC3)c1)c1ccccc1O2 (stereo not given)	-5	1	6	2	-4	7	3	0.0	-2.1
O=C(CN1CCC(NC(=O)C2CC2)CC1)Nc1cccc(F)c1	-2	5	4	-2	0	59	7	-0.1	-3.5
CC(=O)Nc1ccc(OCCOc2ccc(/C=C3\C(=N)N4N=C(C(C)C)SC4=NC3=O)cc2)cc1	2	2	-1	3	-3	3	9	-0.2	-1.1
O=C(OCC(=O)c1ccc[nH]1)c1ccc(Cl)nc1	2	0	2	8	5	10	3	0.2	-1.4
CC(C)(C)Cn1c(=O)[nH]c(=O)c2cc([N+](=O)[O-])cnc21	-3	5	-1	-8	0	6	4	0.0	1.1

An excerpt from above in order of heavy-atom count, smallest number first.
SMILES	TPT1 inhibitor	Fh CTSL1 inh	proCasp3 act	core dimer inh	PP1 inh	GASC-1 inh	procasp7 counter	Efflux pump mplx	PP5 inh
CC(C)(C)Cn1c(=O)[nH]c(=O)c2cc([N+](=O)[O-])cnc21	-3	5	-1	-8	0	6	4	0.0	1.1
O=C(O)C(=O)/C(=C\c1ccsc1)c1ccc2ccccc2n1	0	2	19	13	-4	-3	13	-0.1	1.9
CC(C)N1CCc2c(sc(NC(=O)CCc3ccccc3)c2C(N)=O)C1	2	0	4	-4	-2	-1	11	0.1	-0.6
CC12CC(NC(=O)N1c1cccc(C(=O)N3CCN(c4ccccn4)CC3)c1)c1ccccc1O2 (stereo not given)	-5	1	6	2	-4	7	3	0.0	-2.1

(listing goes on)
SMILES	TPT1 inhibitor	Fh CTSL1 inh	proCasp3 act	core dimer inh	PP1 inh	GASC-1 inh	procasp7 counter	Efflux pump mplx	PP5 inh
Cc1[nH]c2ccccc2c1C(=O)/C=C\c1ccccc1Cl	0	-1	7	-3	3	-10	7	-0.1	3.0
O=c1cc(-c2ccccc2Cl)oc2c(NS(=O)(=O)c3cccc4nsnc34)ccc(O)c12	3	3	3	6	2	15	11	-0.2	-0.2
CC1S/C(=N/N=C2CCC(C(C)(C)C)CC2)NC1=O (stereo not given)	1	-3	0	9	0	3	2	0.1	-3.2
Cc1ccc(C(=O)Nc2ccccc2C(=O)NCc2cccnc2)cc1	1	-4	-2	-3	-4	-1	4	0.2	4.2
O=C(CN1C(=O)C2C3C=CC(C3)C2C1=O)NCC1COc2ccccc2O1 (stereo not given)	-8	4	5	-6	0	-1	3	-0.1	-0.6
COc1ccc2cc(C(=O)CS(=O)(=O)c3ccccc3)c(=O)oc2c1	0	6	-18	4	-1	-4	-21	0.0	-0.9
Cc1cc(NC(=O)C2C3C=CC(C3)C2C(=O)O)no1 (stereo not given)	-1	-1	-2	-1	-5	4	4	-0.1	-2.3
O=C(O)c1c(-n2cccc2)sc2c1CCCC2	-3	2	8	1	1	115	-6	0.3	2.8
CCOc1ccc(NC(=O)CCCn2c(=S)[nH]c3ccsc3c2=O)cc1	-1	1	0	9	-3	1	-9	-0.2	-2.0
CC1=C(C(N)=O)C(c2cccnc2)n2nc(-c3cccc(Cl)c3)nc2N1 (stereo not given)	5	-2	-1	0	-3	-6	0	-0.2	1.6
O=C(O)C1C2C=CC(C2)C1C(=O)NC1CCN(Cc2ccccc2)CC1 (stereo not given)	-1	11	5	0	-7	-5	1	-0.2	1.3
CCCSc1nc(C)cc(C)c1S(=O)(=O)c1ccccc1C	-3	7	-1	5	5	2	5	-0.1	-4.2

Of the compounds above, five have a thiophene ring, fused or not.
SMILES	TPT1 inhibitor	Fh CTSL1 inh	proCasp3 act	core dimer inh	PP1 inh	GASC-1 inh	procasp7 counter	Efflux pump mplx	PP5 inh
CCCc1nc2sc(C(=O)OCC)c(N)c2c2c1COC(C)(C)C2	-4	-2	2	-5	2	-3	4	-0.1	0.9
O=C(O)C(=O)/C(=C\c1ccsc1)c1ccc2ccccc2n1	0	2	19	13	-4	-3	13	-0.1	1.9
CC(C)N1CCc2c(sc(NC(=O)CCc3ccccc3)c2C(N)=O)C1	2	0	4	-4	-2	-1	11	0.1	-0.6
O=C(O)c1c(-n2cccc2)sc2c1CCCC2	-3	2	8	1	1	115	-6	0.3	2.8
CCOc1ccc(NC(=O)CCCn2c(=S)[nH]c3ccsc3c2=O)cc1	-1	1	0	9	-3	1	-9	-0.2	-2.0

The list goes on.
SMILES	TPT1 inhibitor	Fh CTSL1 inh	proCasp3 act	core dimer inh	PP1 inh	GASC-1 inh	procasp7 counter	Efflux pump mplx	PP5 inh
O=C(/C=C/c1ccccc1)N/C(=C/c1ccccc1)C(=O)Nc1cccc(C(=O)O)c1	0	1	-7	0	-2	2	6	-0.2	-0.1
Cc1cccc(C(=O)Nc2cc(OCc3cccc(F)c3)c(Cl)cc2Cl)c1	-2	2	-6	-3	-1	-10	2	0.0	-0.2
O=C(ONC1=NCCCCC1)c1ccc(Cl)cc1	-5	-4	2	-2	-4	-7	6	0.0	-3.5
NS(=O)(=O)c1cccc(NC(=O)c2cccs2)c1	-1	-5	0	-3	0	-2	-5	-0.2	1.0
O=C(c1ccc(Cl)cc1)C1CCCN(Cc2ccc(Oc3ncccn3)cc2)C1 (stereo not given)	0	6	-2	-5	-2	-4	11	0.0	-1.5
CCN1CCN(Cc2c(C)[nH]c3ccc(OC)cc3c2=O)CC1	-2	-5	-4	-1	-3	-23	1	0.2	2.5

An unsorted share of the library; 2.9% or so of the library scored in one or more.
